Mtb UGM inh: M. tuberculosis UGM enzyme inhibitors, primary screen, biochemical, fluorescence polarization, single point; hit rate 0.06% among 320,000; UDP-galactopyranose mutase (Mycobacterium tuberculosis (strain ATCC 25618 / H37Rv)), …; AID 504406, 2011; inhibition, % at 10 µM; purified UGM, fluorescence polarization probe displacement; in the data active = inhibition above about 10%, passing the limit was not always enough
Target sequence (P9WIQ1 whole entry, looked up): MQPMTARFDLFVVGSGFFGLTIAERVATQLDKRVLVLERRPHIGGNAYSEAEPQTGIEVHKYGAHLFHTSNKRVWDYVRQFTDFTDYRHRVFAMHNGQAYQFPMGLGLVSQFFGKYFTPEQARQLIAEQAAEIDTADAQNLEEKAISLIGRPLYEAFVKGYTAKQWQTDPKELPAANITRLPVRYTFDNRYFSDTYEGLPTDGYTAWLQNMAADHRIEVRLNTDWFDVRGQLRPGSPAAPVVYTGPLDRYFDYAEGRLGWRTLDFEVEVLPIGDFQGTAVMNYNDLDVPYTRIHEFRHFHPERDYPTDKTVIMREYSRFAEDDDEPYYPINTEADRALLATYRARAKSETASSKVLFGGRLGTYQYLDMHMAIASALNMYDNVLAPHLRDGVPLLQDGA
Vc quorum ag: inducers of Vibrio cholerae quorum light production without autoinducers, primary screen, BH1578 luxS cqsA deficient, single point; activation, % at 18.7 µM; V. cholerae BH1578 lux reporter, luminescence, 6 h; hit rate 0.16% among 350,000; in the data active = activation mostly above about 9.7%, no sharp cut-off; note: not every result past the cut was called active; inactives centre near 0; reference of the scale not given here
Mtb FBA inh: Mtb FBA enzyme inhibitors, primary screen, biochemical, fluorescence, strain H37Rv | Fructose-bisphosphate aldolase (Mycobacterium tuberculosis (strain ATCC 25618 / H37Rv)), … | purified M. tuberculosis FBA, fluorescence read-out | inhibition, % at 1 µM | hit rate 2.3% among 360,000 | AID 588726, 2011; in the data active = inhibition above about 27%;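 note: 0% = vehicle and 100% = reference inhibitor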
Target sequence (P9WQA3 whole entry, looked up): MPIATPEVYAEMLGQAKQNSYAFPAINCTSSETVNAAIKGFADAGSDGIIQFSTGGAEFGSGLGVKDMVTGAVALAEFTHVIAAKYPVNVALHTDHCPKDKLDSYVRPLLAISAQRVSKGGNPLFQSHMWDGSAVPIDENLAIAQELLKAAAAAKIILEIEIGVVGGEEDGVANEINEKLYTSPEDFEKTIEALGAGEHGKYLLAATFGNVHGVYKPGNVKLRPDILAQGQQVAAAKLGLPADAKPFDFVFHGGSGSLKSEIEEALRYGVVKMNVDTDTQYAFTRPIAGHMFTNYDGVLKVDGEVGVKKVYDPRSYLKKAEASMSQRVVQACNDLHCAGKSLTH
TcdB inh: TcdB glycohydrolase inhibitors, primary screen, biochemical, single point, plate reader. Toxin B (Clostridioides difficile), P18177. TcdB glycohydrolase enzymatic assay. inhibition, % at 9.99 µM. hit rate 0.24% among 350,000. AID 652162, 2013; in the data active = inhibition above about 10%
Mtb BioA inh: M. tuberculosis BioA enzyme inhibitors, primary screen, biochemical, plate reader, single point, HTS | 7,8-diaminopelargonic acid synthase BioA (Mycobacterium tuberculosis) | purified M. tuberculosis BioA enzyme | inhibition, % at 9.99 µM | hit rate 0.096% among 360,000 | AID 602481, 2012; in the data active = inhibition above about 40%
PfHsp40 yeast: rescue of yeast from PfHsp40 toxicity, primary screen, S. cerevisiae, ATP luminescence; S. cerevisiae expressing PfHsp40, growth rescue; growth rescue, % at 12.5 µM; hit rate 0.68% among 340,000; AID 504582, 2011; in the data active = growth rescue above about 28%, passing the limit was not always enough;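 note: yeast W303a lacking pdr1 and pdr3 grown in galactose medium; growth measured after three days at 30 °C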
GDH-TPI inh: GDH-TPI coupling enzyme inhibitors, primary screen, artefact control for M. tuberculosis FBA inhibitor project, biochemical, absorbance, full deck | GDH-TPI coupled enzyme counterscreen, NADH absorbance | inhibition, % at 4.8 µM | hit rate 1.2% among 360,000 | AID 588335, 2011; in the data active = inhibition above about 30%;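 note: 0% = DMSO wells and 100% = wells lacking the enzyme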
Yp Topo-I inh: Yersinia pestis topoisomerase I inhibitors, primary screen, biochemical, cleavage product accumulation, plate reader, single point | Y. pestis Topo-I cleavage product accumulation | DNA topoisomerase I (Yersinia pestis CO92) | activity, % at 10 µM | hit rate 0.064% among 360,000; in the data active = activity above about 50%, passing the limit was not always enough; note: inactives centre near 2
FadD28 FP inh: inhibitors of FadD28 bisubstrate probe binding, primary screen, biochemical, fluorescence polarization, single point | hit rate 0.22% among 360,000 | inhibition, % at 12.5 µM | Mycobacterium tuberculosis FadD28 fatty-acid-AMP ligase; in the data active = inhibition above about 8.5%, passing the limit was not always enough
* = called active by the depositor; i = inactive; . = not tested or not shown; & = joins results of further samples.

The line under a structure holds: Mtb UGM inh	Vc quorum ag	Mtb FBA inh	TcdB inh	Mtb BioA inh	PfHsp40 yeast	GDH-TPI inh	Yp Topo-I inh	FadD28 FP inh
Clc1ccc(Cl)c(OCCN2CCOCC2)c1
→ 0.7	-2.0	1	.	-0.9	17	4	8	1.6
O=C1CC[C@@H]2CC3(C[C@@H]4CCN1[C@H]24)Nc1cc([N+](=O)[O-])ccc1NC3=NC1CCCCC1 (stereo partly specified)
→ .	i	-10	-0.7	0.2	-0.5	18	3	-2.0
COc1cc(C(=O)N2CCc3ccccc32)cc(OC)c1OC
→ -0.6	i	-1	0.3	0.9	0.9	0	-2	0.2
CC1CC(C)(C)CC2(C1)NC(=O)N(CC(=O)Nc1nccs1)C2=O (stereo unspecified)
→ -0.3	-2.0	2	0.7	.	0.0	4	-13	-2.2
Cc1ccc(NC(=O)C(C)N2CCCC2)cc1Cl (stereo unspecified)
→ 0.5	-0.3	-4	-0.6	.	3.3	3	4	1.0
COc1cccc(CC2(CO)CCCN(Cc3cnn(-c4ccccc4)c3)C2)c1 (stereo unspecified)
→ -1.6	-0.5	-2	-0.2	.	-1.3	-5	1	-2.1
CCc1nnc(NC(=O)C2CC(=O)N(Cc3ccccc3)C2)s1 (stereo unspecified)
→ -2.1	-0.4	3	1.2	-0.3	0.7	-1	12	-0.7
CC1CCCN(C(=S)Nc2ccc3nc4n(c(=O)c3c2)CCCCC4)C1 (stereo unspecified)
→ -0.2	-0.2	5	3.4	.	-0.3	1	6	-0.2
Cc1ccnn1CCC(=O)N1CCCC(N2CCN(c3cccc(Cl)c3)CC2)C1 (stereo unspecified)
→ 4.9	-0.2	4	0.0	15	-0.3	19	26	-1.0
Cc1ccc(NC(=S)NNC(=S)NNc2ccccc2)cc1C
→ .	1.3	-1	1.1	0.0	.	18	-4	-0.2
COc1ccccc1NC(=O)c1ccc(NC(=O)COC(=O)CCC2CCCC2)cc1
→ -1.9	i	-2	0.2	.	6.2	0	17	-7.9
COc1ccc(/C=C(\C#N)C(=O)OCC(=O)NCc2ccco2)cc1
→ -0.2	i	1	-6.4	-1.9	-1.3	22	8	-2.6
CCCN1/C(=C2/SC(=S)N(CC)C2=O)C=Cc2ccccc21
→ -0.7	-1.7	-17	.	0.9	-1.0	7	-14	-1.2
NC(=O)CN1C(=O)C2C3C=CC(C3)C2C1=O (stereo unspecified)
→ 2.4	i	-1	.	-1.5	-0.3	-4	-5	-2.7
COc1nccnc1NS(=O)(=O)c1ccc(N)cc1
→ .	i	1	0.4	-1.1	-1.4	-3	4	-0.9
Cc1ccc2ncc([N+](=O)[O-])n2c1
→ -1.8	i	1	.	.	0.3	8	0	2.2
O=C(O)C1CCCN1S(=O)(=O)c1ccc(Cl)cc1 (stereo unspecified)
→ 0.1	i	2	0.3	-0.2	1.8	13	-1	-1.1
CNC(=O)CSc1nnc(-c2ccco2)n1-c1cccc(C)c1C
→ 2.0	i	3	0.9	-0.1	0.0	-1	-9	0.9
COc1ccc(C2CC(c3ccccc3)=NN2C(=O)COC(=O)C2CC2)cc1 (stereo unspecified)
→ -1.6	-4.8	-1	0.6	.	0.8	15	8	-1.9
C[C@@H]1CN([C@H](C)CO)C(=O)c2c(c3ccccc3n2C)-c2ccccc2CO[C@H]1CN(C)Cc1ccc2c(c1)OCCN2C
→ .	0.5	2	0.6&1.5	-1.7	.	-6	-6	-2.7
CCOc1ccc(OCC)c(S(=O)(=O)n2cnc(C)c2)c1
→ -0.7	-0.3	1	1.2	-1.1	-2.4	-3	2	-1.3
COc1ccc(NS(=O)(=O)c2ccc(Br)s2)cc1OC
→ -1.3	-0.3	-3	.	0.2	-1.1	4	4	-4.0
CCOC(=O)N1CCC(NC(=O)C2CCCN(Cc3nc(-c4cccc(C)c4)oc3C)C2)CC1 (stereo unspecified)
→ -1.5	-4.2	0	0.7	.	-1.0	-2	10	-2.7
COc1ccc(/C=N/NC(=O)c2nc(-c3ccccc3)cc(-c3ccccc3)n2)cc1O
→ -1.4	-0.2	4	.	.	1.9	18	24	-3.3
CCS(=O)(=O)c1nc(S(=O)(=O)c2ccc(Cl)cc2)c(N2CCc3ccccc3C2)s1
→ -0.6	-0.2	1	0.2	-2.1	2.4	10	45	-2.7
COc1ccc(-c2noc(CCC(=O)N3CCN(c4cccc(C)c4C)CC3)n2)cc1
→ .	0.2	-3	-12	0.1	2.6	7	36	-3.4
COc1ccccc1NC(=O)Cn1nnc(-c2ccccc2NS(=O)(=O)c2ccccc2)n1
→ -0.1	0.4	0	1.2	-4.5	-0.1	9	-8	1.7
Cc1ccc(NC(=S)Nc2cccc3ccccc23)cc1F
→ -1.4	-1.5	47*	-3.4	-0.7	-1.5	8	-9	-5.6
COc1cc2nc(NCCCN3CCN(C)CC3)n3nc(-c4ccccc4)nc3c2cc1OC
→ 1.0	i	22	.	4.5	-1.7	17	-20	-3.3
O=C(c1cccc(C(F)(F)F)c1)N1CCOc2ccccc21
→ 4.5	i	-3	0.8	-2.1	1.1	6	-2	.

Ordered by SMILES length (low to high): three of the compounds above
The line under a structure holds: Mtb UGM inh	Vc quorum ag	Mtb FBA inh	TcdB inh	Mtb BioA inh	PfHsp40 yeast	GDH-TPI inh	Yp Topo-I inh	FadD28 FP inh
COc1nccnc1NS(=O)(=O)c1ccc(N)cc1
→ .	i	1	0.4	-1.1	-1.4	-3	4	-0.9
Cc1ccc(NC(=S)Nc2cccc3ccccc23)cc1F
→ -1.4	-1.5	47*	-3.4	-0.7	-1.5	8	-9	-5.6
COc1cc2nc(NCCCN3CCN(C)CC3)n3nc(-c4ccccc4)nc3c2cc1OC
→ 1.0	i	22	.	4.5	-1.7	17	-20	-3.3

The results go on:
The line under a structure holds: Mtb UGM inh	Vc quorum ag	Mtb FBA inh	TcdB inh	Mtb BioA inh	PfHsp40 yeast	GDH-TPI inh	Yp Topo-I inh	FadD28 FP inh
COc1ccc(Br)cc1/C=N/NC(=O)c1cccc(S(=O)(=O)N2CCOCC2)c1
→ -2.0	-0.2	1	1.0	-0.9	0.7	9	-9	-6.9
COc1ccc(Cl)cc1NC(=O)CN1CCN(C(=O)N2CCOCC2)CC1
→ 0.0	-0.2	1	1.4	1.8	8.4	-3	10	-2.5
CCCCNC(=O)C1CCN(C(=O)Nc2ccc(C)cc2)CC1
→ -0.2	i	0	.	0.6	-1.6	5	-1	-1.1
CCCC(=O)N1CCC1(C)C(=O)Nc1ccc(C)cc1 (stereo unspecified)
→ .	-1.2	0	-2.2	-0.1	.	3	5	-0.5
Cc1cc(N/C=C/C(=O)c2ccccc2)ccc1Br
→ -1.2	i	0	4.0	0.0	-0.4	6	0	-2.2
CCOc1ccccc1NC(=O)C1CCCN(S(=O)(=O)c2c(C)[nH]c(=O)[nH]c2=O)C1 (stereo unspecified)
→ -2.1	-0.8	2	.	-1.6	0.1	-5	1	-3.0
Cc1cccc(CN2CCNC2=O)c1
→ 2.6	-12	0	.	-2.5	0.6	3	2	-0.1
COc1cc(OC)c(N2CC(C(=O)Nc3cc(Cl)ccc3N3CCOCC3)CC2=O)cc1Cl (stereo unspecified)
→ 1.3	-2.5	0	0.8	.	-0.4	6	15	0.0
O=C(O)C1CC(=O)N(c2ccc(OCc3ccccc3)cc2)C1 (stereo unspecified)
→ 0.5	-0.2	-2	.	-0.3	-0.6	-9	1	-1.3
O=C1c2ccccc2C(=O)N1CCC#Cc1ccc2cc(C3(O)CCCCC3)oc(=O)c2c1
→ 3.1	14	-3	0.8	-0.9	0.2	1	3	-3.1
NC(=O)NC(=O)COC(=O)CCCc1c[nH]c2ccccc12
→ 5.0	-0.2	-1	.	.	1.2	1	-1	-1.2
CCOC(=O)C(=O)c1csc(NC(=O)CCSc2ccc(C)cc2)n1
→ 3.1	-0.6	-4	0.2	.	-1.6	-3	-9	-3.7
CCOC(=O)C1(Cc2ccc(Cl)cc2)CCN(C(C)CCn2cccn2)CC1 (stereo unspecified)
→ 4.8	-0.3	-9	2.6	.	-1.0	-1	-9	-3.1
CCOc1ccc(CNCCc2ccc3c(c2)OCO3)cc1
→ 1.8	0.4	2	-0.4	-1.7	0.6	-4	6	0.5
Cc1ccccc1NS(=O)(=O)c1ccc(N2CCCC2=O)cc1
→ 1.5	-0.3	3	.	.	-0.4	-3	2	-3.0
Cc1csc(NC(=O)C(C)Oc2ccc(Br)cc2)n1 (stereo unspecified)
→ 3.8	i	-3	1.1	-0.1	0.0	3	-3	0.4
NNC(=O)c1ccc(COc2cccc3cccnc23)cc1
→ -1.0	-0.5	-3	-2.5	-3.7	-0.1	8	-13	-2.0
C=CCn1c(-c2ccccc2)nc2nc3ccccc3nc21
→ -3.7	-0.2	126*	.	0.3	-1.8	39*	16	-3.6
Cc1ccc(C(=O)NNC(=O)Cn2ccc(C(F)(F)F)n2)o1
→ 1.5	i	1	1.0	-2.0	0.5	9	5	-1.0
O=C(CSc1nnc2scc(-c3ccccc3)n12)N1CCCc2ccccc21
→ -0.3	i	2	0.7	0.1	0.9	-3	5	-1.5
COc1ccccc1CNC(=O)CCS(=O)(=O)c1ccc2c(c1)CCN2C(C)=O
→ -0.4	-0.4	1	-0.6	-1.4	-1.4	-12	1	-4.6

3 entries picked at random from those above:
The line under a structure holds: Mtb UGM inh	Vc quorum ag	Mtb FBA inh	TcdB inh	Mtb BioA inh	PfHsp40 yeast	GDH-TPI inh	Yp Topo-I inh	FadD28 FP inh
O=C(O)C1CC(=O)N(c2ccc(OCc3ccccc3)cc2)C1 (stereo unspecified)
→ 0.5	-0.2	-2	.	-0.3	-0.6	-9	1	-1.3
COc1ccccc1CNC(=O)CCS(=O)(=O)c1ccc2c(c1)CCN2C(C)=O
→ -0.4	-0.4	1	-0.6	-1.4	-1.4	-12	1	-4.6
Cc1csc(NC(=O)C(C)Oc2ccc(Br)cc2)n1 (stereo unspecified)
→ 3.8	i	-3	1.1	-0.1	0.0	3	-3	0.4

High-throughput results from PubChem BioAssay.
